High-throughput results (PubChem)
GPR151 ag: activates the human receptor GPR151 | Q8TDV0 | activation, % at 11.2 µM | 1% of 650,000 active | PathHunter beta-arrestin GPR151 cells, luminescence; in the data active means activation above about 4.9%;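 further: 0% = median of compound wells and 100% = cells with positive control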
Target sequence (Q8TDV0 whole entry, looked up): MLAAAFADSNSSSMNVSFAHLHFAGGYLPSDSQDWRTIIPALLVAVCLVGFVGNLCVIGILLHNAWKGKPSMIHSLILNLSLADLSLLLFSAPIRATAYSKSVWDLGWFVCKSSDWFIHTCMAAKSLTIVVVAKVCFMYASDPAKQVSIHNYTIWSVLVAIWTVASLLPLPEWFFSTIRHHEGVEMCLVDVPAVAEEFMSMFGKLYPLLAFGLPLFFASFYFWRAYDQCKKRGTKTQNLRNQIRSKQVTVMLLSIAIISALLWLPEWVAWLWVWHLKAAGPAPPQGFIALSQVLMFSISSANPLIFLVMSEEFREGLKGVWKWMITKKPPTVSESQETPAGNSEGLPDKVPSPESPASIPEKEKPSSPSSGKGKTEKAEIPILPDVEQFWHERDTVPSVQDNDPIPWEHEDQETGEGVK
MITF primary: blocks human microphthalmia-associated transcription factor; AlphaScreen MITF homodimerization, bead proximity signal; inhibition, % at 2.6 µM; 0.91% of 650,000 active; O75030; in the data active means inhibition above about 50%;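 further: 0% = vehicle wells with protein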
Target sequence (O75030 whole entry, looked up): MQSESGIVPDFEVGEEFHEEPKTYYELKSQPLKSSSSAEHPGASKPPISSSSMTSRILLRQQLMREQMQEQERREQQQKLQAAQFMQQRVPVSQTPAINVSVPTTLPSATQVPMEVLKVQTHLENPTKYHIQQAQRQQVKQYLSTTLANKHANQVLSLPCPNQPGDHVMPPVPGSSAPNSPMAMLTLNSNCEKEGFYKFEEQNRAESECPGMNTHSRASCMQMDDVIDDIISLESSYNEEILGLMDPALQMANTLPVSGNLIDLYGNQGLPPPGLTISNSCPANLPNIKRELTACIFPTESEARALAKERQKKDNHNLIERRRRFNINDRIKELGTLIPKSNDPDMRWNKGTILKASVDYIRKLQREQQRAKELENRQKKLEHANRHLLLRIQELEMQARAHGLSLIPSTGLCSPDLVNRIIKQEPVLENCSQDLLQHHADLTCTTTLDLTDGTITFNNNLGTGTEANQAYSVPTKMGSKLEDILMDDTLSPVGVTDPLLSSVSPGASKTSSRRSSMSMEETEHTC
FBW7 act: activators of human E3 ligase FBW7; normalized activity (activation), % at 26.1 µM; Q969H0; 0.13% of 650,000 active; AlphaScreen FBW7–phospho-cyclin E peptide binding, activator screen; in the data active means normalized activity above about 1.9%;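 further: purified mutant Fbw7 with reduced substrate affinity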
TEAD-YAP inh: TEAD-YAP interaction inhibition; 1.4% of 640,000 active; HEK-TIYL cells, TEAD-Gal4/YAP UAS-luciferase luminescence; inhibition, % at 9.12 µM; in the data active means inhibition above about 32%;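 further: 0% = median of test compound wells and 100% = reference inhibitor wells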
The depositor's hits bear a star.

For N#Cc1ccc(C(=O)Nc2ccccc2N2CCCCC2)c(F)c1 the results were GPR151 ag -0.3, MITF primary -0.5, FBW7 act -0.2 and TEAD-YAP inh 2.5.
O=C1OC(c2cc(F)c(F)cc2Cl)=N/C1=C\c1ccc(Br)cc1 was read as GPR151 ag 1.3, MITF primary 6.3, FBW7 act -0.1 and TEAD-YAP inh 1.1.
`O=C(COc1ccc2ccccc2c1)N/N=C/c1ccc([N+](=O)[O-])s1` gave GPR151 ag 1.8, MITF primary 17.1, FBW7 act 0.1 and TEAD-YAP inh 3.1.
For Cn1nccc1Nc1cc(C(=O)NCc2ccccc2)c2ccccc2n1 the results were GPR151 ag -0.3, MITF primary 3.3, FBW7 act -0.1 and TEAD-YAP inh 10.7.
`COc1ccc(N2C(=O)C3C4C=CC(CC4)C3C2=O)cc1` (centres undefined) gave GPR151 ag -0.5, MITF primary 8.3, FBW7 act 0.0 and TEAD-YAP inh 2.2.
For CN1CCCc2cc(CCNC(=O)c3ccc(Cl)cc3)ccc21 the results were GPR151 ag 0.0, MITF primary 6.7, FBW7 act 0.2 and TEAD-YAP inh 7.6.
For CN(Cc1ccno1)C(=O)CC1(c2ccc(-c3ccccc3)cc2)CC(=O)N(C)C1=O (centres undefined) the results were GPR151 ag 0.1, MITF primary -6.4, FBW7 act 0.0 and TEAD-YAP inh -57.9.
COCCCNc1nc2nonc2nc1N1CCCC(COC)C1 (centres undefined) was read as GPR151 ag 1.2, MITF primary 2.2, FBW7 act 0.0 and TEAD-YAP inh -2.0.
CCOc1cc(C2NC(=O)NC(C)=C2C(=O)OC)c(Cl)c(Br)c1O (centres undefined) was read as GPR151 ag 1.7, MITF primary -3.1, FBW7 act -0.1 and TEAD-YAP inh 4.8.
For COc1ccc(C(=O)OC[C@@H]2CCC[N+]3(C)CCCCC23)c(OC)c1 (some centres undefined) the results were GPR151 ag -0.4, MITF primary -3.6, FBW7 act -0.1 and TEAD-YAP inh 0.2.
Screening COC(=O)C(CCSC)NC1CCN(c2ccc(C(=O)N3CCOCC3)cc2)CC1 (centres undefined) returned GPR151 ag 0.6, MITF primary -12.4, FBW7 act -0.2 and TEAD-YAP inh -7.6.
`COc1ccc(C(=O)Nc2sc(C(=O)OC(C)C)c(C)c2C(N)=O)cc1` gave GPR151 ag 1.7, MITF primary -19.9, FBW7 act -0.1 and TEAD-YAP inh 2.1.

3 compounds from above, sorted by heavy-atom count, rising:
`COc1ccc(N2C(=O)C3C4C=CC(CC4)C3C2=O)cc1` (centres undefined) gave GPR151 ag -0.5, MITF primary 8.3, FBW7 act 0.0 and TEAD-YAP inh 2.2.
`COc1ccc(C(=O)Nc2sc(C(=O)OC(C)C)c(C)c2C(N)=O)cc1` gave GPR151 ag 1.7, MITF primary -19.9, FBW7 act -0.1 and TEAD-YAP inh 2.1.
For CN(Cc1ccno1)C(=O)CC1(c2ccc(-c3ccccc3)cc2)CC(=O)N(C)C1=O (centres undefined) the results were GPR151 ag 0.1, MITF primary -6.4, FBW7 act 0.0 and TEAD-YAP inh -57.9.

Next part:
`CCOC(=O)c1cc[n+](CC(=O)c2ccc(NC(=O)c3ccccc3)cc2)cc1` gave GPR151 ag -2.7, MITF primary -0.9, FBW7 act 0.2 and TEAD-YAP inh -9.5.
`Cn1cc(SCC(=O)NC2CCCC2)c2ccccc21` gave GPR151 ag 2.3, MITF primary 14.4, FBW7 act 0.2 and TEAD-YAP inh -0.9.
O=C(Nc1ccc(-c2cn3c(n2)SCC3)cc1)c1ccc(Br)o1 was read as GPR151 ag -1.9, MITF primary -9.5, FBW7 act -0.6 and TEAD-YAP inh -52.0.
`CC(=O)Nc1cc2cc(NC(=O)c3ccccc3C(F)(F)F)ccc2oc1=O` gave GPR151 ag 1.2, MITF primary -3.4, FBW7 act -0.1 and TEAD-YAP inh -1.0.
`CCSc1nnc2n(CC(=O)N(C(C)C)C(C)C)c3ccccc3n12` gave GPR151 ag -0.3, MITF primary 13.1, FBW7 act -0.1 and TEAD-YAP inh 15.5.
`Cc1cc2nc(C)c(-c3ccccc3)c(N)n2n1` gave GPR151 ag -2.4, MITF primary -4.0, FBW7 act 0.6 and TEAD-YAP inh -30.3.
`Cc1cc(NC(=O)CCN2CCN(C)CC2)ccc1Br` gave GPR151 ag -0.2, MITF primary 10.7, FBW7 act 0.0 and TEAD-YAP inh -4.1.
O=C(c1ccc(F)cc1)N(Cc1cccnc1)Cc1cc2ccccc2[nH]c1=O was read as GPR151 ag 7.0*, MITF primary 0.9, FBW7 act -0.1 and TEAD-YAP inh -3.3.
`Cc1[nH]c(=O)[nH]c(=O)c1S(=O)(=O)NC1=NCCS1` gave GPR151 ag 2.5, MITF primary -3.9, FBW7 act 0.2 and TEAD-YAP inh 3.1.
For C=CCOc1ccccc1CN1CCC2(CCC(CNC(=O)c3cc(C)nn3C)O2)CC1 (centres undefined) the results were GPR151 ag -1.6, MITF primary 28.3, FBW7 act 1.2 and TEAD-YAP inh 10.3.
For CCOC(=O)c1c(C)[nH]c(C)c1C(=O)COC(=O)Cc1ccc(OC)c(OC)c1 the results were GPR151 ag 0.3, MITF primary -6.7, FBW7 act 0.1 and TEAD-YAP inh 3.8.
For O=C(CCc1ccccc1)Nc1cccnc1 the results were GPR151 ag -0.2, MITF primary 1.0, FBW7 act -0.1 and TEAD-YAP inh -19.2.

Quoted at random: two compounds from above
`CCOC(=O)c1cc[n+](CC(=O)c2ccc(NC(=O)c3ccccc3)cc2)cc1` gave GPR151 ag -2.7, MITF primary -0.9, FBW7 act 0.2 and TEAD-YAP inh -9.5.
O=C(c1ccc(F)cc1)N(Cc1cccnc1)Cc1cc2ccccc2[nH]c1=O was read as GPR151 ag 7.0*, MITF primary 0.9, FBW7 act -0.1 and TEAD-YAP inh -3.3.

Other entries follow.
For CCc1cc2c(cc(C(=O)OC)n2C)s1 the results were GPR151 ag 0.2, MITF primary -2.2, FBW7 act -0.1 and TEAD-YAP inh -5.4.
For CC1(C)CC(=O)C2=C(C1)N(c1ccc(Cl)cc1Cl)C1=C(C(=O)CC(C)(C)C1)C2c1ccc(F)c(Br)c1 the results were GPR151 ag 0.9, MITF primary 13.2, FBW7 act 0.0 and TEAD-YAP inh 7.0.
For O=C(Nc1ccc(Br)cc1C(=O)c1ccccc1)c1cc2nc(-c3cccs3)cc(C(F)(F)F)n2n1 the results were GPR151 ag 0.7, MITF primary 12.9, FBW7 act 0.1 and TEAD-YAP inh 3.1.
For CCOC(=O)/C(C#N)=C(\O)c1ccc(NC(=O)c2ccc([N+](=O)[O-])cc2)cc1 the results were GPR151 ag 0.9, MITF primary -7.9, FBW7 act -0.2 and TEAD-YAP inh -7.8.
`COc1cccc(-n2c(=S)sc3c(=O)n(-c4ccccc4C)c(SCC#N)nc32)c1` gave GPR151 ag 0.3, MITF primary -4.6, FBW7 act 0.0 and TEAD-YAP inh -11.4.
Cc1ccc(NC(=O)CCSc2ccc3ccccc3n2)cc1 was read as GPR151 ag -0.2, MITF primary -6.7, FBW7 act 0.1 and TEAD-YAP inh -14.0.
COc1ccc2ccccc2c1/C=C1\NC(=S)NC1=O was read as GPR151 ag -0.6, MITF primary 14.7, FBW7 act 0.8 and TEAD-YAP inh 2.5.
`CCCc1ccc(Oc2coc3c(C)c(O)ccc3c2=O)cc1` gave GPR151 ag -1.9, MITF primary -13.7, FBW7 act 0.2 and TEAD-YAP inh -5.0.
Screening COc1ccc2nc(NC(=O)c3n[nH]c(=O)c4ccccc34)sc2c1 returned GPR151 ag 0.7, MITF primary 10.7, FBW7 act 0.0 and TEAD-YAP inh 1.6.
Screening O=C(CSC1CC(=O)N(c2ccccc2)C1=O)Nc1ccc(Cl)c(Cl)c1 (centres undefined) returned GPR151 ag 0.2, MITF primary 5.9, FBW7 act 0.2 and TEAD-YAP inh 6.5.
Screening CC(=O)N1N=C(c2ccc(Cl)c(Cl)c2)OC12CCCC2 returned GPR151 ag 1.2, MITF primary 3.9, FBW7 act 0.0 and TEAD-YAP inh -5.0.
`CCOc1ccc(S(=O)(=O)Nc2nc3ccccc3s2)c2cccnc12` gave GPR151 ag 0.7, MITF primary 16.3, FBW7 act -0.1 and TEAD-YAP inh -11.2.
CN(C)CCNC(=O)CNC(=S)N(CCCN1CCOCC1)Cc1cccs1 was read as GPR151 ag 1.1, MITF primary 19.9, FBW7 act 0.0 and TEAD-YAP inh 7.3.
CC(=O)N1CCC(N(CCN2CCOCC2)C(=S)Nc2ccc(C)c(C)c2)CC1 was read as GPR151 ag -0.4, MITF primary 0.3, FBW7 act 0.6 and TEAD-YAP inh -21.7.
`CCCCCCCCCCCCCCCCCC(=O)NCCS(=O)(=O)O` gave GPR151 ag -0.9 and MITF primary 7.9.
`CCc1cccc(-n2nnc(-c3nc(-c4ccccn4)no3)c2N)c1` gave GPR151 ag -1.1, MITF primary 10.7, FBW7 act 0.0 and TEAD-YAP inh -11.4.
CC1=C(C)CC(C(=O)c2ccc(C)cc2)C(C(=O)O)C1 (centres undefined) was read as GPR151 ag 1.0, MITF primary 2.2, FBW7 act -0.2 and TEAD-YAP inh -0.8.
`O=C1CNC(=S)N1CC1CCCO1` (centres undefined) gave GPR151 ag -1.0, MITF primary 5.0, FBW7 act -0.1 and TEAD-YAP inh -3.5.
For COc1cc(/C=C(/C#N)c2nc3ccc(C)cc3[nH]2)cc2c1OCO2 the results were GPR151 ag 1.6, MITF primary 2.5, FBW7 act 0.4 and TEAD-YAP inh 5.6.
`CCOc1ccc(/C=C(\C#N)c2[nH]nc(N)c2C#N)cc1OCC` gave GPR151 ag 0.6, MITF primary -3.2, FBW7 act -0.2 and TEAD-YAP inh -5.0.
For CC1=C(C(=O)Nc2ccccn2)C(c2ccc(N(C)C)cc2)n2ncnc2N1 (centres undefined) the results were GPR151 ag 1.5, MITF primary 13.4, FBW7 act 0.1 and TEAD-YAP inh -73.0.
CCN(CC)c1ccc(/C=C2\C(=O)NC(=O)N(c3cccc(C)c3)C2=O)cc1 was read as GPR151 ag -0.7, MITF primary -0.9, FBW7 act -0.1 and TEAD-YAP inh 4.9.
Screening COc1cc(-c2noc(C3CCN(S(=O)(=O)c4ccccc4)CC3)n2)ccc1OC(C)C returned GPR151 ag 0.3, MITF primary -3.0, FBW7 act 0.0 and TEAD-YAP inh -2.9.
COCCC(=O)NC(C)c1nnc2n1CCN(Cc1ccc(-c3ccccc3C)cc1)CC2 (centres undefined) was read as GPR151 ag 2.0, MITF primary -22.2, FBW7 act 0.1 and TEAD-YAP inh -1.2.
O=C(CNS(=O)(=O)c1ccc2ccccc2c1)N/N=C/c1ccc[nH]1 was read as GPR151 ag -0.2, MITF primary 11.0, FBW7 act 0.0 and TEAD-YAP inh 9.1.
COc1ccc(NC(=O)C2(c3ccccc3)CC2(Cl)Cl)c(OC)c1 (centres undefined) was read as GPR151 ag 1.4, MITF primary -11.4, FBW7 act -0.3 and TEAD-YAP inh -8.2.
For COc1ccc(-n2nc3c(c2NC(=O)CC(C)(C)C)CS(=O)(=O)C3)cc1 the results were GPR151 ag -1.3, MITF primary 2.2, FBW7 act 1.0 and TEAD-YAP inh -2.2.
Cc1ccc(N2NC(=O)/C(=C/c3cc([N+](=O)[O-])cc(C)c3O)C2=O)cc1Cl was read as GPR151 ag 0.3, MITF primary -11.4, FBW7 act 0.2 and TEAD-YAP inh -0.7.
For Cc1ccc(NC(=O)N2CCCC2C(=O)Nc2ccc(C)c(C)c2)cc1 (centres undefined) the results were GPR151 ag -0.6, MITF primary -10.1, FBW7 act 0.2 and TEAD-YAP inh -0.5.
For COC(=O)c1ccc(-c2nc3cc(N)ccc3o2)cc1 the results were GPR151 ag -6.1, MITF primary -3.0, FBW7 act 0.2 and TEAD-YAP inh 72.2*.
Screening Cc1cccc(OCC(=O)Nc2nc3ccc(F)cc3s2)c1 returned GPR151 ag -1.4, MITF primary 17.7, FBW7 act 0.3 and TEAD-YAP inh -21.3.
For COc1cccc2cc(/C=C3\C(=O)Nc4ccc(Cl)cc43)oc12 the results were GPR151 ag -0.7, MITF primary -1.8, FBW7 act 0.0 and TEAD-YAP inh 6.0.
`O=C(O)C1CSC(c2ccccc2Cl)N1C(=O)c1cccc([N+](=O)[O-])c1` (centres undefined) gave GPR151 ag 0.0, MITF primary 3.3, FBW7 act -0.1 and TEAD-YAP inh -0.6.
O=C(C1CCN(c2nc3nonc3nc2NC2CC2)CC1)N1CCCCC1 was read as GPR151 ag -0.1, MITF primary 9.5, FBW7 act 0.1 and TEAD-YAP inh 6.4.
Screening CC(C)OC(=O)c1c(NC(=O)c2cc3ccccc3oc2=O)sc2c1CCCCC2 returned GPR151 ag -1.1, MITF primary 4.1, FBW7 act -0.1 and TEAD-YAP inh -3.3.
For O=C(CC(NCc1cccnc1)C(=O)O)Nc1ccc(F)cc1 (centres undefined) the results were GPR151 ag 0.5, MITF primary -1.2, FBW7 act 0.2 and TEAD-YAP inh -5.1.
For Cc1ccc(Nc2nnc(SCc3cc(=O)n4cc(C)ccc4n3)s2)cc1 the results were GPR151 ag -1.2, MITF primary 3.2, FBW7 act -0.1 and TEAD-YAP inh -4.6.
Screening Cc1ccc(N2C(=O)c3nccnc3C2=O)cc1C returned GPR151 ag -0.5, MITF primary -2.9, FBW7 act -0.1 and TEAD-YAP inh -7.3.
`O=[N+]([O-])c1ccc(O)cc1CN1CCN(C/C=C/c2ccccc2)CC1` gave GPR151 ag 0.5, MITF primary 0.8, FBW7 act 0.0 and TEAD-YAP inh 4.9.
CCOC(=O)N1CCc2c(sc(NC(=O)c3ccc(S(=O)(=O)N(C)c4ccccc4)cc3)c2C(N)=O)C1 was read as GPR151 ag 0.5, MITF primary -11.3, FBW7 act -0.1 and TEAD-YAP inh 4.3.
Screening CCC(=O)Nc1ccccc1-c1nnn(CC(=O)NC(C)(C)C)n1 returned GPR151 ag 1.1, MITF primary 3.2, FBW7 act 0.6 and TEAD-YAP inh -3.3.
